Source: PubChem
RAD52 inh: RAD52 (human) annealing inhibition | actives 0.46% (n = 360,000) | P43351 | recombinant RAD52 DNA annealing, FRET fluorescence | AID 651710 | inhibition, % at 18.7 µM;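 active = every replicate showing at least 50% inhibition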
E-sel inducer: E-selectin induction on HUVECs | P16581 | HUVEC E-selectin immunofluorescence imaging; normalized: neutral wells 0, TNF-alpha wells 100 | activation, % at 7.58 µM | actives 0.37% (n = 260,000);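 active = mean E-selectin-positive cell signal at least 10% of the positive control, reached in at least 60% of replicates, without over 20% cell loss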;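 note: in these data hits start at about 27%; measured in HUVEC primary endothelial cells; signal is the percent of cells scored E-selectin positive by PE staining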
Target sequence (P16581 whole entry, looked up): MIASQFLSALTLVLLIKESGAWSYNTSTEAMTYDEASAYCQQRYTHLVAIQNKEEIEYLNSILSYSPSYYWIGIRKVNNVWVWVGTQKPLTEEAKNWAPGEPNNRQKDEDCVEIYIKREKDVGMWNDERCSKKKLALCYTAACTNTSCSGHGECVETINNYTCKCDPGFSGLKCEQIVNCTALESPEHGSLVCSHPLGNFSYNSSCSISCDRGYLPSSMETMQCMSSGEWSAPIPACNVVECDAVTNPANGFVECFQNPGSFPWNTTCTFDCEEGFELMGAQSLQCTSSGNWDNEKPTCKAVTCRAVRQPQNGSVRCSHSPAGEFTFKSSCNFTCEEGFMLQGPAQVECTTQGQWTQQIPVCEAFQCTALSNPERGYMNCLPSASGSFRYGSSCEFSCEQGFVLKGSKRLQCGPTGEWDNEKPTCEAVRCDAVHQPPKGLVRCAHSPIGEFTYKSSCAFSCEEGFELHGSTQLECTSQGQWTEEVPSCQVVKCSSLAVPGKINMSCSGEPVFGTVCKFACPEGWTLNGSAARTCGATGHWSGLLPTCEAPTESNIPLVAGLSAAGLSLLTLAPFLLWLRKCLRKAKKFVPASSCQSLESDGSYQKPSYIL
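Material: HUVEC primary endothelial cells; Amount: 3,000 cells per well; Dosing: single concentration; Medium: EGM-2 growth medium on 0.1% gelatin-coated wells; Read-out basis: percent E-selectin-positive cells; Signal: immunofluorescence imaging; Control set: TNF-alpha, DMSO.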
ARNT-TACC3 inh: disrupts binding between human ARNT and TACC3; Q9Y6A5; AlphaScreen His-ARNT PAS-B/GST-TACC3 binding, luminescence; TACC3 fragment carries E629A point mutation; inhibition, % at 9.99 µM; actives 0.66% (n = 390,000); AID 623870;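 active = mean inhibition of replicates at least 50% and at least half of replicates each reaching 50%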;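 note: 0% = complete ARNT plus TACC3 wells and 100% = ARNT alone without TACC3; many hits fall short of the cut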
* = called active by the depositor; . = no result given. A portion of the library (hit frequency here may not be typical).

SMILES | RAD52 inh | E-sel inducer | ARNT-TACC3 inh
CCCCOP(=O)(c1ccc(N(C)C)cc1)C(O)c1cccnc1 (centres undefined) | . | -2.6 | 2
O=C(N/N=C/c1ccc(Br)cc1)c1ccc(Br)o1 | . | 0.7 | -17
O=C(NN=C1CCCC1)c1cccs1 | . | 1.0 | 5
CCc1cccc(C)c1NC(=S)NCc1cccn1C | . | 2.3 | -1
Cc1ccc(NC(=O)c2oc(=O)c3ccccc3c2-c2ccccc2)c(C)c1 | . | 1.1 | -3
COc1ccc(C(C)NC(=O)c2ccc(Cl)cc2)cc1OC (centres undefined) | . | -1.5 | 0
CCOc1ccccc1-c1cc(C(=O)N/N=C/c2ccc(O)c(OC)c2)c2ccccc2n1 | . | -0.1 | -1
CN(C)c1cccc(C(=O)N/N=C/c2ccsc2)c1 | . | 0.4 | 1
CC(CSc1nnnn1-c1ccccc1)Cn1c(N2CCCC2)nc2c1c(=O)[nH]c(=O)n2C (centres undefined) | . | 3.5 | 1
COc1ccc(C(=O)c2cnc(/N=C/N(C)C)s2)cc1 | . | -0.5 | 22
Cc1cc(/C=C(\C#N)C(=O)NC2CCCCCC2)c(C)n1C | . | 1.1 | 26
COc1ccc(CCNC(=O)CCNC(=O)c2ccc(Br)cc2)cc1OC | . | -0.3 | 1
O=C(CSc1nc(-c2ccccc2Cl)ns1)NCc1ccc2c(c1)OCO2 | . | -0.2 | -10
CCSc1nc(CC)c2c(c1C#N)CCCC2 | . | 0.0 | -12
CNC(=O)COc1cccc(C(=O)NCc2ccccc2)c1 | . | 19 | 8
CCCCC(CC)CNC(=O)C(=O)c1ccccc1NC(C)=O (centres undefined) | . | -0.4 | 0
CCCCCCNCc1c(F)cccc1Cl | . | 0.6 | -7
Cc1cccc(NC(=O)CNC(=O)COc2ccc(C(=O)c3ccc(F)cc3)cc2)c1C | . | -0.4 | -11
CCOc1ccc2nc(SCc3ccc(OC)cc3)sc2c1 | . | -0.4 | -6
C/C(=N\NC(=O)C(C)Nc1cccc(Cl)c1)c1ccc([N+](=O)[O-])cc1 (centres undefined) | . | 0.0 | 5
CCc1ccc(NC(=O)c2ccc(F)c(S(=O)(=O)NCC3COc4ccccc4O3)c2)cc1 (centres undefined) | . | -0.8 | -5
COc1ccc2c(c1)-c1nc(/N=C/c3ccc(O)cc3)sc1CC2 | . | -0.1 | 4
CCN(CC)S(=O)(=O)c1ccc(/C=C/C(=O)Nc2ccc(Br)cc2F)cc1 | . | 0.0 | -2
CC1CCN(S(=O)(=O)c2ccc(S(=O)(=O)N3CCC4(CC3)OCCO4)cc2)CC1 | . | -0.1 | 4
Cc1cc(/C=C2\NC(=O)N(Cc3ccc(Cl)cc3)C2=O)c(C)n1C | . | 0.2 | 2
CC1(C)Cc2c(sc3nc(-c4ccccc4)oc(=O)c23)CO1 | . | 0.9 | -5
O=C(Nc1ncc(Cc2ccc(C(F)(F)F)cc2)s1)c1ccc(-c2cccc([N+](=O)[O-])c2)o1 | . | -0.1 | -1
O=c1c2ccccc2c(-c2ccc(Cl)cc2)nn1-c1ccccc1 | . | -1.9 | 4
Nc1cccc(C(=O)OCC(=O)c2ccccc2)c1 | . | 0.0 | -5
O=C(CSc1nc2c(sc3ccccc32)c(=O)n1-c1ccccc1)NCc1ccco1 | . | -0.1 | -14
C/C(=N\NC(=O)CC1(C)OCCO1)c1cccs1 | . | 0.0 | 10
CCC(C)c1ccccc1OCCn1ccnc1 (centres undefined) | . | -0.5 | -2
O=C1CC(=O)N2N=C(c3ccc([N+](=O)[O-])cc3)SC2=N1 | . | -0.4 | 9
COc1cc(/C=C2\C(=O)N(c3ccccc3)N=C2C)ccc1Oc1ccc([N+](=O)[O-])cc1[N+](=O)[O-] | . | 0.0 | 29
Cc1nn(-c2ccccc2)c(N2CCCC2)c1/C=N/Nc1ccc(S(=O)(=O)Nc2ccccc2)cc1[N+](=O)[O-] | . | -0.2 | -1
CCN(CCC(=O)Nc1cc([N+](=O)[O-])ccc1OC)Cc1ccccc1 | . | 0.3 | -2
CC(C)OC(=O)c1cc2c(ccn2C)n1CC(=O)N(Cc1ccccc1)c1ccc(F)cc1 | . | -0.4 | -4
O=C(CNC(=O)C1COc2ccccc2O1)N/N=C\c1cccc(O)c1 (centres undefined) | . | 0.4 | -5
CC(=O)Nc1sc(C)c(C)c1C(=O)OCC(=O)N(C)C1CCS(=O)(=O)C1 (centres undefined) | . | 0.8 | -2
COC(C#CCCN(C)C)(c1ccccc1)c1ccccc1 | . | 0.0 | -3
Cc1cc2nc(C)c(=O)n(C)c2cc1C | . | 1.5 | -6
Cc1ccc(Sc2ncnc(N)c2[N+](=O)[O-])cc1 | . | 3.4 | -4
CNC(=O)/C(C#N)=C/c1c(N(Cc2ccccc2)Cc2ccccc2)nc2ccccn2c1=O | . | -0.5 | 7
CC(=O)Nc1ccc(NC(=O)C2CCCCC2C(=O)O)cc1 (centres undefined) | . | -0.8 | 1
O=c1[nH]c(CSc2nc(-c3ccccc3)cs2)nc2ccccc12 | . | 0.1 | 7

An excerpt of these results, with tabs:
compound	RAD52 inh	E-sel inducer	ARNT-TACC3 inh
O=C(CSc1nc2c(sc3ccccc32)c(=O)n1-c1ccccc1)NCc1ccco1	.	-0.1	-14
CCN(CC)S(=O)(=O)c1ccc(/C=C/C(=O)Nc2ccc(Br)cc2F)cc1	.	0.0	-2
CCc1cccc(C)c1NC(=S)NCc1cccn1C	.	2.3	-1

Following part:
SMILES | RAD52 inh | E-sel inducer | ARNT-TACC3 inh
CCOc1ccccc1C(=O)NN1C(=O)C2CCCCC2C1=O (centres undefined) | . | 0.1 | -1
COc1ccc(CNC(=O)COC(=O)CCOc2ccccc2)cc1 | . | 1.4 | -5
CCOC(=O)c1c(C)c(C(=O)NCc2ccc3c(c2)OCO3)c(C)n1CC | . | -0.1 | 2
C[C@H](CO)N1C[C@H](C)[C@H](CN(C)Cc2cccc(F)c2)OCc2ccccc2-c2c(n(C)c3ccccc23)C1=O | 24 | -0.3 | .
COc1ccc2c3c(n(C)c2c1)[C@H](CO)N(CC1CC1)CC31CN(C(=O)Nc2ccccc2)C1 | -8 | -0.3 | .
CCCC(=O)N1CC2(CCN(S(=O)(=O)CC)CC2)c2c(n(C)c3cc(OC)ccc23)[C@H]1CO | -5 | 0.6 | .
O=C(C1CCCCC1)N1[C@@H](CO)[C@@H](c2ccccc2)C12CN(Cc1ccc(F)cc1)C2 | -9 | 0.0 | .
CCC(=O)N1CC2(C1)[C@@H](c1ccc(-c3ccccc3)cc1)[C@@H](CO)N2C(C)=O | -14 | -0.1 | .
CN1c2ccc(-c3cccc(F)c3)cc2[C@H]2[C@H](CCN2C(=O)C2CCC2)[C@H]1CO | -2 | -0.6 | .
COc1ccc(CN2CC3(CN(S(=O)(=O)c4ccc(C)cc4)C3)c3c([nH]c4cc(OC)ccc34)[C@H]2CO)cc1 | -30 | 1.4 | .
C[C@H]1CN([C@@H](C)CO)C(=O)c2cc(C#Cc3ccncc3)cnc2O[C@H]1CN(C)CC1CCCC1 | -1 | 0.0 | .
COc1ccc2c3c(n(C)c2c1)[C@@H](CO)N(CC1CC1)CC31CCN(C(=O)Nc2ccc(F)cc2F)CC1 | 3 | -0.3 | .
C[C@H](CO)N1C[C@H](C)[C@@H](CN(C)Cc2ccc3c(c2)OCO3)OCCCC[C@H](C)Oc2ccc(N(C)C)cc2C1=O | -11 | 0.0 | .
CC=Cc1ccc2n(c1=O)C[C@@H]1[C@@H](CO)[C@H](C(=O)NC3CCCC3)[C@H]2N1C(=O)c1cnccn1 (mixture of isomers) | 10 | -0.4 | .
CC(=O)N1CC(=O)N2[C@H](C1)[C@H](c1ccc(-c3cccc(C(=O)N(C)C)c3)cc1)[C@@H]2CO | 3 | 1.2 | .
CN1C(=O)c2cc(NC(=O)C3CCC3)ccc2OC[C@@H]2O[C@H](CC(=O)NCC3CCCCC3)CC[C@@H]21 | 3 | -0.2 | .
COc1ccc2c3c([nH]c2c1)[C@H](CO)N(Cc1ccccn1)CC31CN(C(=O)c2ccccn2)C1 | -30 | 0.7 | .

By substructure, those above containing fluorine (ten)
SMILES | RAD52 inh | E-sel inducer | ARNT-TACC3 inh
CCCCCCNCc1c(F)cccc1Cl | . | 0.6 | -7
Cc1cccc(NC(=O)CNC(=O)COc2ccc(C(=O)c3ccc(F)cc3)cc2)c1C | . | -0.4 | -11
CCc1ccc(NC(=O)c2ccc(F)c(S(=O)(=O)NCC3COc4ccccc4O3)c2)cc1 (centres undefined) | . | -0.8 | -5
CCN(CC)S(=O)(=O)c1ccc(/C=C/C(=O)Nc2ccc(Br)cc2F)cc1 | . | 0.0 | -2
O=C(Nc1ncc(Cc2ccc(C(F)(F)F)cc2)s1)c1ccc(-c2cccc([N+](=O)[O-])c2)o1 | . | -0.1 | -1
CC(C)OC(=O)c1cc2c(ccn2C)n1CC(=O)N(Cc1ccccc1)c1ccc(F)cc1 | . | -0.4 | -4
C[C@H](CO)N1C[C@H](C)[C@H](CN(C)Cc2cccc(F)c2)OCc2ccccc2-c2c(n(C)c3ccccc23)C1=O | 24 | -0.3 | .
O=C(C1CCCCC1)N1[C@@H](CO)[C@@H](c2ccccc2)C12CN(Cc1ccc(F)cc1)C2 | -9 | 0.0 | .
CN1c2ccc(-c3cccc(F)c3)cc2[C@H]2[C@H](CCN2C(=O)C2CCC2)[C@H]1CO | -2 | -0.6 | .
COc1ccc2c3c(n(C)c2c1)[C@@H](CO)N(CC1CC1)CC31CCN(C(=O)Nc2ccc(F)cc2F)CC1 | 3 | -0.3 | .
